PTEN del growth: suppresses growth of cells with PTEN deletion. HCT116 PTEN-null viability, CellTiter-Glo, 60 h; hits give low values. viability, % at 10 µM. 1.2% of 140,000 active. AID 827;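 active means viability at or below a set limit, 4 SD under the median of all tested compounds, cut at about 3.7% in these data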;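 further: PTEN knockout HCT116 line with beta catenin targeted HCT116 as companion control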
Yeast growth inh: yeast BB579 growth reduction in restrictive medium; inhibition, % at 10 µM; AID 804; 0.51% of 140,000 active; S. cerevisiae BB579 growth, OD615, 48 h;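 active means inhibition above a set limit, 3 SD over the mean compound inhibition, cut at about 44% in these data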; further: inactives centre near -24
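System: Saccharomyces cerevisiae DeaD strain BB579, replicative lifespan model yeast | Buffer or medium: Restrictive glucose-based CSMM-D medium | Times: 4 h preincubation and 48 h exposure at 30 °C | Detection: OD615 turbidity measurement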
E-sel TNF inh: blocks E-selectin expression induced by TNF alpha | inhibition, % at 2 µM | HUVEC TNFa-induced E-selectin immunofluorescence, high content | 0.71% of 120,000 active;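 active means inhibition above the batch mean plus 3 SD, and confirmed as a hit on visual image review, cut at about 43% in these data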;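 further: 0% = TNF-stimulated DMSO wells and 100% = unstimulated control wells; not every result past the cut was called active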
bCat KO growth: beta-catenin-lacking colon tumor cell growth suppression. 1.5% of 140,000 active. AID 818. viability, % at 10 µM. HCT116 beta-catenin knockout viability, CellTiter-Glo, 60 h; hits give low values;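 active means viability at or under a set limit, the compound median less 4 SD, cut at about 6% in these data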;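 further: 0% = Hyamine 1622 control at 20 µM and 100% = untreated cell control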
MRP1 act: activators of MRP-1; H69AR cells + doxorubicin, viability rescue, CellTiter-Glo; viability increase, % at 10 µM; 0.61% of 140,000 active; AID 799;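 active means viability gain under doxorubicin at or above a set limit, the compound median plus 3 SD, cut at about 4.7% in these data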;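 further: MRP-1 overexpressing cells given doxorubicin 25 µM after compound pretreatment; 18-22 h compound pretreatment then 72 h with doxorubicin before readout; 0% = doxorubicin-only wells and 100% = vehicle-treated cells without doxorubicin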
GALR2 blocker: antagonists of human galanin receptor 2 (GALR2); O43603; GALR2-expressing cells, antagonist mode; inhibition, % at 4 µM; 0.39% of 140,000 active; in the data active means inhibition above about 27%;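 further: cells stimulated with galanin 1-16 at roughly its EC80; 0% = agonist challenge control and 100% = basal control without agonist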
Target sequence (O43603 whole entry, looked up): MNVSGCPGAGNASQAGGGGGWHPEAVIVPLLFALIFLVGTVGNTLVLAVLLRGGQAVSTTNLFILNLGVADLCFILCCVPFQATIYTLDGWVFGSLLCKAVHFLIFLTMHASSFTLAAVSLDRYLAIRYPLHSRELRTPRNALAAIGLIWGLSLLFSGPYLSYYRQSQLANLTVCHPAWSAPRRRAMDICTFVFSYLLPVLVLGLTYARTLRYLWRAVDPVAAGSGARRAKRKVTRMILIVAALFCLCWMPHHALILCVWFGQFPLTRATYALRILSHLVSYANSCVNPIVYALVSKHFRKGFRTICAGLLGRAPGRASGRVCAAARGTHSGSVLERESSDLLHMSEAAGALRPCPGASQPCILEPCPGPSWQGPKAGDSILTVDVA
Yeast life ext: yeast lifespan extension; 0.68% of 130,000 active; S. cerevisiae growth with nicotinamide, OD615; deaD strain in restrictive glucose medium; inhibition of the nicotinamide effect, % at 10 µM;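 active means inhibition above a set limit, placed 3 SD over the median of all compounds, cut at about 26% in these data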;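 further: 0% = nicotinamide-treated wells and 100% = cells grown without nicotinamide; some compounds called inactive have numbers as strong as hits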
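Test system: DeaD-strain S. cerevisiae / Buffer or medium: restrictive glucose medium / Also added: nicotinamide 1.5 mM / Doses: one concentration, 10 µM, DMSO 0.25% / Schedule: 48 h at 30 °C / Signal: OD615 measurement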
NPY-Y2 antag: blocks the human neuropeptide Y Y2 receptor; P49146; NPY-Y2 expressing cells, antagonist mode; 0.99% of 140,000 active; inhibition, % at 2.7 µM; in the data active means inhibition above about 17%;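 further: 0% = vehicle with agonist challenge and 100% = reference antagonist with challenge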
Target sequence (P49146 whole entry, looked up): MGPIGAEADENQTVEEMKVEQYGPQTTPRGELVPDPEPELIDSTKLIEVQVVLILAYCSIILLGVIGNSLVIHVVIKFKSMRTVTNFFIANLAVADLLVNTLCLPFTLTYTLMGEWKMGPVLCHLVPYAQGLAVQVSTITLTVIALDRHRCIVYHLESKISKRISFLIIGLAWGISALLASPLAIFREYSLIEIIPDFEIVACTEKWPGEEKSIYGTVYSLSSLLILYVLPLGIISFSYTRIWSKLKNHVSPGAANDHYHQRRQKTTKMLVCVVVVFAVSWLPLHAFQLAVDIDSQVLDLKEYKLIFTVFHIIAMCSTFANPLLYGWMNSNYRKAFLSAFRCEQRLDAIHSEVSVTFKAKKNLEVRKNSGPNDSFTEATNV
Phagocyt inh: macrophage phagocytosis inhibition | J774A.1 macrophage IgG-bead phagocytosis, imaging | inhibition, % at 5 µM | 0.07% of 110,000 active | AID 1029;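 active means inhibition above the mean of the plate negative controls plus 5 SD, cut at about 13% in these data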;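 further: phagocytic index as fraction of beads internalized from green versus red external bead signal; plate controls were DMSO negative control for no effect and cytochalasin-D positive control for full effect; some results beyond the cut were filed as inactive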
Measles CPE: protection of cells from measles virus; protection (pct of control), % at 4 µM; Measles virus-infected cells, CPE protection, absorbance; 1.5% of 140,000 active; AID 841; in the data active means protection mostly above about 24%, no sharp cut-off; inactive means mostly below about 26%; further: some compounds called inactive have numbers as strong as hits
* = called active by the depositor; nt = not tested or not shown.

SMILES	PTEN del growth	Yeast growth inh	E-sel TNF inh	bCat KO growth	MRP1 act	GALR2 blocker	Yeast life ext	NPY-Y2 antag	Phagocyt inh	Measles CPE
NC(=O)COC(=O)c1ccc(Cl)c(S(=O)(=O)N(Cc2ccccc2)c2ccc(Cl)cc2)c1	96	-51	2	95	-2.8	-11	-2	5	-10	7
O=C(Nc1ccccc1-c1nc2ccccc2[nH]1)c1ccc(S(=O)(=O)N2CCCCC2)cc1	nt	-29	nt	51	-1.0	-1	42*	0	nt	4
CCOC(=O)C1=C(C)C2C3C(=O)N(c4ccc(C)cc4C)C(=O)C3C1(C)C1C(=O)N(c3ccc(C)cc3C)C(=O)C21 (stereo not given)	79	-15	-4	80	-0.7	8	-1	-3	nt	8
CCOc1ncccc1C(=O)OCc1c(Cl)cccc1Cl	94	-20	nt	98	-0.6	-12	-3	3	nt	11
CC(C)(C)n1nnnc1C(c1cccc(C#N)c1)N1CCN2CCCC2C1 (stereo not given)	94	-23	nt	95	-1.7	18	-11	2	-2	7
O=C(Cc1ccsc1-c1ccccc1)NO	68	-20	5	62	-4.6	23	-9	-1	-1	31
O=S(=O)(c1ccc(-c2csc(=Nc3ccccc3)n2CCCN2CCOCC2)cc1)N1CCOCC1	60	-15	-24	64	-5.2	2	-8	1	nt	7
COc1ccc(S(=O)(=O)N(CCCN2CCCC2=O)Cc2cc3c(C)cc(C)cc3[nH]c2=O)cc1	83	-33	-34	105	-0.7	-7	-22	-2	2	3
COc1ccc(NC(=O)CN(c2ccc(C)cc2)S(=O)(=O)c2c(C)nn(C)c2C)cc1OC	107	-12	1	96	-1.9	4	-6	2	4	5
CCCCNS(=O)(=O)c1ccc2nc(SCC(=O)N3CC(C)OC(C)C3)[nH]c2c1 (stereo not given)	107	-52	-15	104	-0.6	-4	2	1	1	7
CC(C)Sc1nc2c(c(=O)n1-c1ccc(F)cc1)SCC2	91	-23	12	76	-1.5	0	6	2	-2	10
CC1C[C@@]2(NC(=O)NC2=O)C(C)CN1C (stereo not given in full)	101	1	-18	97	-1.9	-2	-4	0	nt	31
O=C(CCCN1C(=O)c2cccc3cccc(c23)C1=O)N1CCN(Cc2ccc3c(c2)OCO3)CC1	89	-60	-26	95	0.7	-10	-23	10	3	7
Cc1cccc(-n2c(Cc3cc(=O)[nH]c(=O)[nH]3)nnc2SCC(=O)N2CCCCC2)c1	98	-5	nt	99	-0.1	3	-1	0	0	7
CC(=C/c1ccco1)/C=N/NC(=O)Cc1cccn1C	58	13	nt	65	-1.9	-6	-8	-1	-10	9
Cc1ccc(N2CCN(C(=O)c3ccccc3NC(=O)c3ccccc3C(=O)O)CC2)cc1	95	-28	-10	88	-2.1	-4	-5	0	-5	10
CC(=O)OC1CCC(OC(C)=O)c2c1n([O-])c(C)c(C)[n+]2=O (stereo not given)	91	-26	nt	95	-0.7	-9	-5	2	nt	18
CC(C#N)(Nc1ccc(Cl)cc1)c1cccnc1 (stereo not given)	99	-35	nt	91	-2.9	-8	5	5	-5	18
CCc1cccc(C)c1NC(=S)NCc1cccn1C	88	-17	13	93	-2.3	5	5	1	-6	3
CCOC(=O)N1CCC(NC(=O)C2CCN(C(=O)N3CC(C)Oc4ccc(C)cc43)CC2)CC1 (stereo not given)	128	7	3	92	-2.5	-11	-22	2	0	11
COCCOC(=O)c1c(C)oc2ccc(OC(=O)c3c(OC)cccc3OC)cc12	85	-34	-5	78	-0.9	-13	-7	7	0	22
CCN1C(=S)SC(=O)C1=C1C=C(C)OC(C)=C1	96	-21	9	101	0.8	0	-1	4	0	6
CCN1CCN(C(=O)c2cc3c(s2)-c2ccccc2S(=O)(=O)C3)CC1	106	-17	-8	96	-2.1	8	0	2	-1	10
Cc1csc(SCCn2c(Br)nc3c2c(=O)[nH]c(=O)n3C)n1	98	-16	-26	112	-2.2	-3	-7	0	nt	13
CC(C)CCNc1nc2c(c(=O)n(Cc3cccc(F)c3)c(=O)n2C)n1C	68	-26	-16	77	-0.7	1	-10	-1	-1	17
CCOc1ccc(C2=Nn3c(nnc3-c3ccccc3)SC2)cc1Cl	79	-50	-5	70	-3.9	2	-6	2	0	12
CCOc1ccc(OCC)c(NS(=O)(=O)c2ccc3c(c2)CCN3C(=O)C2CCC2)c1	93	-51	8	92	-3.2	10	1	4	1	7
CC(=O)c1ccc(S(=O)c2ccccc2)cc1 (stereo not given)	88	-16	-37	99	-0.6	2	-8	3	-1	15
O=C(Nc1ccccc1)c1ccc2c(c1)OCCO2	84	-12	-4	82	2.0	0	-24	5	0	14
O=C1NC2C(NC(=O)N2C2CCCCC2)N1C1CCCCC1 (stereo not given)	97	-12	-28	95	0.3	2	-12	2	-1	1
COC(=O)C1=C(C)NC2=C(C(=O)CC(c3cccs3)C2)C1c1ccsc1 (stereo not given)	38	-57	nt	51	-5.9	-8	-11	4	0	8
Cc1ccc(S(=O)(=O)c2nc(S(C)(=O)=O)sc2NCC2CCCO2)cc1 (stereo not given)	100	-29	7	106	-1.4	3	-8	2	0	7
O=C(NNc1ncc(C(F)(F)F)cc1Cl)c1c(Cl)cccc1Cl	27	-25	-17	27	-4.0	8	-5	0	2	5
Cc1cc(NC(=O)CN2C(=O)C3CC=CCC3C2=O)no1 (stereo not given)	100	-34	2	97	-0.7	4	-6	3	-3	6
Cc1ccc(-n2nc3ccc(NC(=O)/C=C/c4ccco4)cc3n2)cc1C	13	-60	-60	24	-5.2	12	-11	1	-1	8
Cc1ccc(C(=O)NCCNC(=O)CN2CCOCC2)cc1	90	-33	10	95	-0.3	3	-6	-1	nt	6
CN(CCCNC(=O)c1ccc(/C=N/O)nc1)CCCN(C)Cc1ccccc1	46	-27	1	44	-0.8	8	-11	-1	nt	18
O=C(NCc1cccc(Cl)c1)c1ccco1	102	-50	15	100	-0.6	10	-11	1	0	2
CCOc1ncccc1C(=O)OCC(=O)Nc1ccc(-c2nc3ccc(C)cc3s2)cc1	67	-42	12	55	-2.6	-5	-1	2	-1	4
CC(C)COC(=O)C(N)C(C(=O)OCC(C)C)c1ccccc1 (stereo not given)	97	-64	15	92	-0.9	-19	4	0	-1	9
Cc1c(Cl)cccc1NC(=S)N=Nc1c(O)n(CN2CCOCC2)c2ccccc12	8	3	-10	12	-5.4	5	-5	1	0	8
O=C(CN(CCc1ccccc1)C(=O)CNS(=O)(=O)c1ccc(F)cc1)NCC1CCCO1 (stereo not given)	98	-16	-14	91	-2.7	-3	-5	2	-3	33*
CNC(=O)c1sccc1-n1cccc1	100	-17	17	96	-1.0	-4	-4	0	0	28
COc1cccc(-c2nn(C)c3sc(C(=O)NCc4ccc5c(c4)OCO5)cc23)c1	91	-22	nt	79	-0.5	17	-5	2	-1	8
COc1cccc(/C=N/NC(=O)c2cnccn2)c1	104	-4	nt	94	-1.7	0	-6	0	-1	7
Cn1c(SCC(=O)NC2CCCCC2)nnc1-c1cc2cc(Cl)ccc2o1	91	-15	14	86	0.3	-5	-4	2	3	9
CCCCN(CCCC)C(=O)/C=C/c1cccc([N+](=O)[O-])c1	76	-30	-49	75	-1.0	3	-20	2	1	8
O=C(NCCCN1CCOCC1)c1ccc(Br)s1	92	15	-11	88	-1.0	11	-11	-1	5	10
CCc1nnc(NC(=O)CCC(=O)N2CCN(C3c4ccccc4-c4ccccc43)CC2)s1	96	-26	nt	96	3.7	15	-1	8	nt	2
Cc1cc(NC(=O)COC(=O)c2oc3c(Cl)cccc3c2C)no1	94	-17	nt	92	0.4	-9	0	8	-2	10

Continued.
SMILES	PTEN del growth	Yeast growth inh	E-sel TNF inh	bCat KO growth	MRP1 act	GALR2 blocker	Yeast life ext	NPY-Y2 antag	Phagocyt inh	Measles CPE
CCOC(=O)C1CCN(CCC(=O)Nc2cccc(Cl)c2)CC1	75	-19	nt	65	0.0	4	-3	0	2	18
O=C(NCc1ccc(Cl)cc1)c1ccccc1Oc1ccccc1	56	-44	-39	65	1.7	-2	-10	4	1	5
COc1ccc(/C(C)=N/NC(=O)c2ccc(CSc3cccc4cccnc34)cc2)cc1OC	111	71*	1	103	-1.4	-7	-25	2	nt	70*
C=CCNc1nc(C2(C)CC3(CC(C)(C)OC3=O)C(=O)O2)cs1 (stereo not given)	80	-23	nt	92	-1.9	-2	-16	-1	0	3
CC(C)(C)c1ccc(-c2c(C#N)c(N)nc3c2CCCC3)s1	92	-3	27	97	-3.0	-8	-21	1	nt	10
O=C(COC(=O)/C=C/c1ccc(Cl)cc1)Nc1ccc2c(c1)OCCO2	109	-15	nt	101	-1.7	5	-1	17*	-17	5

14 structures from above, ordered by SMILES length, largest number first.
SMILES	PTEN del growth	Yeast growth inh	E-sel TNF inh	bCat KO growth	MRP1 act	GALR2 blocker	Yeast life ext	NPY-Y2 antag	Phagocyt inh	Measles CPE
O=C(CN(CCc1ccccc1)C(=O)CNS(=O)(=O)c1ccc(F)cc1)NCC1CCCO1 (stereo not given)	98	-16	-14	91	-2.7	-3	-5	2	-3	33*
CCc1nnc(NC(=O)CCC(=O)N2CCN(C3c4ccccc4-c4ccccc43)CC2)s1	96	-26	nt	96	3.7	15	-1	8	nt	2
COc1cccc(-c2nn(C)c3sc(C(=O)NCc4ccc5c(c4)OCO5)cc23)c1	91	-22	nt	79	-0.5	17	-5	2	-1	8
Cc1c(Cl)cccc1NC(=S)N=Nc1c(O)n(CN2CCOCC2)c2ccccc12	8	3	-10	12	-5.4	5	-5	1	0	8
O=C(COC(=O)/C=C/c1ccc(Cl)cc1)Nc1ccc2c(c1)OCCO2	109	-15	nt	101	-1.7	5	-1	17*	-17	5
Cn1c(SCC(=O)NC2CCCCC2)nnc1-c1cc2cc(Cl)ccc2o1	91	-15	14	86	0.3	-5	-4	2	3	9
CCCCN(CCCC)C(=O)/C=C/c1cccc([N+](=O)[O-])c1	76	-30	-49	75	-1.0	3	-20	2	1	8
Cc1cc(NC(=O)COC(=O)c2oc3c(Cl)cccc3c2C)no1	94	-17	nt	92	0.4	-9	0	8	-2	10
CC(C)(C)c1ccc(-c2c(C#N)c(N)nc3c2CCCC3)s1	92	-3	27	97	-3.0	-8	-21	1	nt	10
CC(C)COC(=O)C(N)C(C(=O)OCC(C)C)c1ccccc1 (stereo not given)	97	-64	15	92	-0.9	-19	4	0	-1	9
O=C(NCc1ccc(Cl)cc1)c1ccccc1Oc1ccccc1	56	-44	-39	65	1.7	-2	-10	4	1	5
COc1cccc(/C=N/NC(=O)c2cnccn2)c1	104	-4	nt	94	-1.7	0	-6	0	-1	7
O=C(NCCCN1CCOCC1)c1ccc(Br)s1	92	15	-11	88	-1.0	11	-11	-1	5	10
CNC(=O)c1sccc1-n1cccc1	100	-17	17	96	-1.0	-4	-4	0	0	28

From PubChem
